TWEAK-Fn14 inh: blocks TWEAK-Fn14 interaction in a reporter cell assay; TWEAK-stimulated Fn14 reporter cells, luciferase luminescence, 8 h; inhibition, % at 10 µM; 360,000 compounds, 2% hits; in the data active = inhibition above about 50%
NCOA2 inhibitor: inhibits human steroid receptor coactivator 2; Q15596; HEK293 GAL4-SRC2 luciferase reporter, luminescence; inhibition, % at 9 µM; 370,000 compounds, 0.17% hits; AID 651957;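 active = inhibition above the mean inhibition of all tested compounds plus 3 SD, set per campaign, cut at about 52% in these data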;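 also: 0% = DMSO treated cells and 100% = cells given Gossypol at 36 µM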
CF NFkB block: inhibitors of cystic fibrosis induced NF-kB. KKLEB NF-kB-GFP reporter, PAF-induced, GFP fluorescence overnight. inhibition, % at 5 µM. 360,000 compounds, 0.86% hits. AID 588850;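 active = at least 50% inhibition at 5 µM, scaled per plate between neutral and stimulator controls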;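 also: PAF is a Pseudomonas aeruginosa culture filtrate used as stimulus; plate controls were PAF-stimulated DMSO wells for no effect and unstimulated DMSO wells for full effect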
SRC3 inh: inhibitors of human steroid receptor coactivator 3 (SRC3). Q9Y6Q9. HEK293 GAL4-SRC3 luciferase reporter, luminescence. inhibition, % at 3.6 µM. 360,000 compounds, 0.17% hits. AID 588352;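 active = inhibition above a per-campaign cutoff, the mean of all compounds plus 3 SD, cut at about 60% in these data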;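 also: 0% = DMSO-treated cells and 100% = gossypol-treated cells at 36 µM; higher means less SRC3-driven luciferase light from the GAL4 reporter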
LRH-1 inv ag: suppresses constitutive activity of human LRH-1 | 360,000 compounds, 0.13% hits | HEK293T StAR-luciferase reporter, LRH-1 transfected, 24 h | O00482 | inhibition, % at 3.6 µM;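 active = inhibition above the mean inhibition of all tested compounds plus 3 SD, cut at about 73% in these data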;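 also: 0% = DMSO wells and 100% = reporter-only cells lacking LRH-1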
Target sequence (O00482 whole entry, looked up): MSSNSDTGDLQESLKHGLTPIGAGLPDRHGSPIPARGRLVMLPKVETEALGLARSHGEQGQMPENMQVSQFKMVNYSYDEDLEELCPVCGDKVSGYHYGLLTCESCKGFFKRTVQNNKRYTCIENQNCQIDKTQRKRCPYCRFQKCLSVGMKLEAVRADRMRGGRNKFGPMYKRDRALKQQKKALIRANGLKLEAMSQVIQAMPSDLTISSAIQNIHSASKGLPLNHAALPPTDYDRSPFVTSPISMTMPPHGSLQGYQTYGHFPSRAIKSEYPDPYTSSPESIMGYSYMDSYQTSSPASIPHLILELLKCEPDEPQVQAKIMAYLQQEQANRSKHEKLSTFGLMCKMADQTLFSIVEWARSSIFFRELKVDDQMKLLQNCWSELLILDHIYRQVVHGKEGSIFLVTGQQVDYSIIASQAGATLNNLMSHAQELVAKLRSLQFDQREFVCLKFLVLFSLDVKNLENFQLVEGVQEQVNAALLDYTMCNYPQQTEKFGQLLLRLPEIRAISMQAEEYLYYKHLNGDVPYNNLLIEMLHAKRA
TROY NFkB inh: inhibitors of TROY-dependent NF-kB signaling; 360,000 compounds, 0.98% hits; Q293 LMP1-TROYcd NF-kB luciferase reporter, 4 h; inhibition, % at 10 µM;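 active = compounds whose plate-normalised and pattern-corrected inhibition of the luciferase reporter signal at the single screening dose is 50% or more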
KKLEB cytotox: counter-screen for CF NF-kB inhibitors: cytotoxicity; KKLEB CF airway cells viability, ATPlite luminescence, overnight; stronger effect = lower value; cells stimulated with P. aeruginosa culture filtrate; activity change (cytotoxicity), % at 5 µM; 360,000 compounds, 0.36% hits; AID 602141;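 active = corrected activity change at or below -50% at 5 µM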
EBV LMP1 NFkB: Epstein-Barr LMP1 NF-kappaB reporter inhibition; AID 504558; LMP1-induced NF-kappaB luciferase reporter cells, luminescence; inhibition, % at 12.5 µM; 350,000 compounds, 0.69% hits; in the data active = inhibition above about 41%;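 also: 0% = neutral control wells and 100% = reference inhibitor control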
NCOA1 inh: human NCOA1 inhibition; Q15788; HEK293 GAL4-SRC1 luciferase reporter, luminescence; inhibition, % at 3.6 µM; 360,000 compounds, 0.12% hits; AID 588354;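 active = inhibition above the campaign mean plus 3 SD, with each screening campaign given its own cutoff, cut at about 60% in these data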;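 also: 0% = DMSO treated cells and 100% = gossypol at 36 µM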
TRAIL sens C8: sensitizes caspase-8 expressing cells to TRAIL | NB7+C8 cells + TRAIL, ATPlite viability luminescence | inhibition (viability loss, TRAIL sensitization), % at 10 µM | 360,000 compounds, 1% hits;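 active = compounds causing at least 50% loss of cell viability in the single-dose screen, relative to plate controls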
NR2F2 inh: inhibitors of human COUP-TFII (NR2F2). HEK293T NGFI-A luciferase reporter, luminescence. inhibition, % at 8.6 µM. 370,000 compounds, 0.7% hits. AID 686940;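 active = inhibition above a per-plate cutoff, mean inhibition of test wells between control levels plus 3 SD, cut at about 38% in these data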;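 also: cells cotransfected with COUP-TFII expression vector driving the NGFI-A reporter; 0% = median of COUP-TF2 test wells and 100% = reporter-only cells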
Target sequence (P24468 whole entry, looked up): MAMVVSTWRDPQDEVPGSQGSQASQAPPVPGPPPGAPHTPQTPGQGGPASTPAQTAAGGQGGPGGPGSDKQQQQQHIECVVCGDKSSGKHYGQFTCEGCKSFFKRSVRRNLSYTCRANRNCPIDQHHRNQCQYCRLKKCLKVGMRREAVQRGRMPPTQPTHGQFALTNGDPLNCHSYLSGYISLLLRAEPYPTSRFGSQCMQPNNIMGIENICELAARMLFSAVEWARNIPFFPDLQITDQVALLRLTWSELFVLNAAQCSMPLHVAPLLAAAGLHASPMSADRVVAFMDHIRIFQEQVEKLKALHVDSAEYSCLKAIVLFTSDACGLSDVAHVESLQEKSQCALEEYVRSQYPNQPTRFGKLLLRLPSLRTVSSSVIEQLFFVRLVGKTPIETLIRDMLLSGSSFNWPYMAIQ
An asterisk follows results filed as active; . = not tested or not shown.

SMILES	TWEAK-Fn14 inh	NCOA2 inhibitor	CF NFkB block	SRC3 inh	LRH-1 inv ag	TROY NFkB inh	KKLEB cytotox	EBV LMP1 NFkB	NCOA1 inh	TRAIL sens C8	NR2F2 inh
NC(=O)c1ccc(NC(=O)CSc2nnc(-c3ccncc3)n2Cc2ccco2)cc1	2	-9	-6	8	25	16	17	.	-4	-26	-5
COC(=O)c1c(NC(=O)c2ccc([N+](=O)[O-])o2)sc2c1CCN(C(C)C)C2	-32	8	75*	20	44	-2	-29	39	9	53*	-27
COc1ccc(C(=O)N2CCN(S(=O)(=O)c3ccc4c(c3)OCCO4)CC2)cc1OC	-7	7	10	1	-2	-12	7	5	-1	9	0
O=S(=O)(NCCCN1CCN(c2ccccc2F)CC1)c1cccc2cccnc12	-3	.	10	18	9	11	-11	-2	8	10	.
COc1ccc(-c2cc(C(F)(F)F)n3nc(C(=O)NCCCn4ccnc4)cc3n2)cc1	3	11	2	5	-8	-10	-24	7	-24	-15	-3
COc1ccc(CN2C[C@@H](CO)O[C@@H](n3cnc4c(NCc5ccc(F)cc5)ncnc43)C2)cc1	5	-2	27	2	0	14	-24	.	15	5	6
CCOc1cc(/C=C\c2nc(O)c([N+](=O)[O-])c(=O)[nH]2)ccc1OC(C)CC (stereo unspecified)	15	-6	14	7	-14	5	-10	4	19	-8	-29
O=C(CCl)Nc1ccc(Sc2ccc(NC(=O)CCl)cc2)cc1	-24	-59	94*	3	40	-23	-68*	-56	-88	51*	28
O=[N+]([O-])c1ccc(Oc2ccc(S(=O)(=O)Nc3ccccc3)cc2)cc1	31	.	-3	25	21	33	-2	5	4	26	.
CC1/C(=N/O)CC(c2ccccc2)N(C)C1c1ccccc1 (stereo unspecified)	3	-8	2	-10	1	7	-14	-7	-2	-1	-5
COc1ccc(C2C(C(=O)Nc3cccnc3)=C(C)Nc3nc(-c4cccs4)nn32)cc1OC (stereo unspecified)	12	6	0	-2	-5	-2	0	-1	-16	0	4
Cc1ccc(NS(=O)(=O)c2c(C)[nH]c(C)c2C(=O)N2CCCCC2)c(Br)c1	17	0	8	-17	-2	-23	2	10	6	1	-7
Cc1ccc(N(Cc2cc3ccccc3[nH]c2=O)S(=O)(=O)c2ccccc2)cc1	4	24	-24	15	-5	3	8	1	-9	1	2
C=CCn1c(O)c(N=O)c2cc(C)ccc21	7	-11	25	-6	2	7	2	17	-12	-6	16
Cn1c(=O)n(C)c2cc(NS(=O)(=O)c3ccc(F)cc3)ccc21	23	-35	-44	2	31	-5	8	2	-20	4	-48
Cc1ccc(/C=N/n2c(-c3ccncc3)n[nH]c2=S)s1	23	3	30	12	-1	10	-17	1	4	-8	-7
COc1ccc(/C=C(\NC(=O)c2cccs2)C(=O)N2CCOCC2)cc1OC	9	-7	-2	7	-8	-3	8	-3	-2	12	-2
COc1ccc(C(=O)n2nc(-c3ccc(Cl)cc3)nc2N)cc1OC	64*	-23	19	5	4	7	-34	8	-7	-13	4
Cc1ccc(O)c(NC(=S)NC(=O)/C=C/c2ccccc2)c1	-3	-37	1	-3	-2	-8	-10	0	-1	-3	-20
CC1=C(C(=O)Nc2ccccc2)C(c2ccccn2)n2ncnc2N1 (stereo unspecified)	-1	24	-11	12	3	15	-4	-1	13	-6	14
O=c1[nH]cnc2scc(-c3cccs3)c12	41	13	5	-7	8	.	-2	3	-11	-2	2
COc1cc(OC)cc(C(=O)N2CCC(N3CCN(c4ccccc4)CC3)CC2)c1	-1	4	-15	10	9	-10	6	0	1	-6	23
CN(C)c1cccc(C(=O)OCC(=O)Nc2ccccc2Cl)c1	-10	23	-10	-5	-12	-57	-1	-3	-59	-1	-20
Cc1cc(C)c2sc(NC(=O)c3ccc([N+](=O)[O-])o3)nc2c1	5	-10	-18	3	60	-29	-20	5	-37	-9	-1
O=[N+]([O-])c1ccccc1S(=O)(=O)Oc1ccc(C(=S)N2CCOCC2)cc1	-9	-20	-28	6	16	-11	2	-7	9	-3	-5
CCOC(=O)C(C)Sc1nc(-c2cccs2)ccc1C#N (stereo unspecified)	0	-31	-2	-13	-3	4	-19	60*	-25	8	2
COCCCNC(=O)CSC1=Nc2ccccc2C2=NC(c3ccccc3)C(=O)N12 (stereo unspecified)	-3	6	-2	11	-14	5	3	6	10	-7	9
CCN1CCN(C(=O)c2ccccc2N(Cc2ccccc2)S(=O)(=O)c2ccc(C)cc2)CC1	-7	16	7	6	10	-8	6	0	13	-4	-7
CCOC(=O)NCCc1ccc(OC)cc1	-14	-20	-1	13	-6	4	-10	8	9	-4	-3
C/C(CC(=O)Nc1ccc(C)c(Cl)c1)=N\NC(=O)C1CCCCC1	7	1	4	-10	-1	13	-6	4	-27	-4	11
CCC(C(=O)N1CCN(c2cccc(Cl)c2)CC1)c1ccccc1 (stereo unspecified)	5	-2	17	-2	-17	16	-12	-11	11	17	13
O=C(COc1ccccc1C(=O)Nc1ccccc1)c1ccc(F)cc1	-3	14	-25	3	-14	-1	0	2	7	1	13
COC(=O)c1cc(OC)c(OC)cc1NC(=O)CSc1nnc(-c2cccnc2)n1C	-7	0	-12	-5	-11	8	3	5	-24	0	-11
CC(C)Oc1ccc(CNC(=O)C2CCCN(S(=O)(=O)N3CCOCC3)C2)cc1 (stereo unspecified)	16	-20	-4	-8	8	-3	2	-3	10	-7	-9
Nc1ncnc2oc(-c3ccco3)c(-c3ccco3)c12	76*	8	53*	11	-7	-6	-23	2	4	3	5
CCOC(=O)C1CCCN(C(=O)CN2C(=O)NC(C)(c3ccc4ccccc4c3)C2=O)C1 (stereo unspecified)	-4	-13	-25	9	6	-5	0	0	-6	-1	19
CCOC(=O)C1(C)CCN1C(=O)c1cccc(OC(F)(F)F)c1 (stereo unspecified)	-2	-16	-7	-16	16	7	-3	.	-5	-21	-9
Brc1cc2c(cc1CN1CCc3ccccc3C1)OCO2	13	-6	12	7	16	-16	3	2	3	-15	2
O=C(CN1N=C(c2ccccc2)CCC1=O)NCCN1CCc2ccccc2C1	18	-7	-9	11	3	-2	13	10	10	3	-1
Cc1ccc(S(=O)(=O)c2nnn3c2nc(Nc2cccc(C)c2)c2ccccc23)cc1	-41	-3	0	18	-1	8	-2	4	1	1	-1
O=C(O)CSc1nnc(C2CC2)n1-c1ccccc1	-8	0	-1	0	-5	-4	-4	-3	-16	-6	6
CC12CCC(=O)N1C(C(=O)Nc1ccc(Cl)c(S(=O)(=O)N3CCCCC3)c1)CS2 (stereo unspecified)	9	7	-8	-13	2	17	5	4	1	19	20
CC(C)(C)SCCNC(=O)COc1ccccc1	-6	-23	10	-3	-12	3	10	-12	-13	-3	-6
CCCCCCSc1ccc([C@@H]2[C@@H]3C(=O)N(CC)C(=O)[C@@H]3[C@]3(C(=O)OC)CCCCN23)cc1OC	-1	-13	15	-1	-17	-22	-14	-37	1	20	9
COc1ccccc1OCCn1c(SCC(=O)O)nc2ccccc21	0	9	1	-8	-2	-3	4	1	-1	-4	9
O=c1c2ccccc2[nH]c2ccccc12	10	8	-26	8	18	-9	-13	-2	1	14	9
COc1ccc(OC)c(C(C)NC(=O)c2ccc(Br)cc2)c1 (stereo unspecified)	3	1	7	19	-3	5	-4	9	4	1	1
O=C1C(c2ccc(F)cc2)N(Cc2ccc3c(c2)OCO3)C(=O)CN1C1CCCCC1 (stereo unspecified)	20	-15	22	-4	11	-3	-1	8	8	3	4
CCCCn1c(N)c(N(C(=O)CSc2nnnn2-c2ccccc2)C2CCCC2)c(=O)[nH]c1=O	11	20	-7	-7	-17	-2	-15	-4	-20	6	0
NS(=O)(=O)c1ccc(CCNC(=O)c2ccc3nccnc3c2)cc1	31	-1	4	9	2	-7	6	-1	-6	-1	7
O=C(COC(=O)c1ccc(F)c(S(=O)(=O)N2CCOCC2)c1)NCCc1ccc(F)cc1	-15	-2	10	-4	23	17	17	0	15	12	11
Cc1ccccc1-c1nc(CSc2nc3c(c(=O)[nH]2)CCC3)c(C)o1	24	21	22	-12	1	33	-13	2	-13	-7	7
Cc1cccc(C)c1NC(=O)C1c2ccccc2OCC(=O)N1Cc1ccco1 (stereo unspecified)	-21	-11	.	.	-6	-11	.	.	.	1	-16
CC1CCC(NC(=O)c2[nH]c(C(F)(F)F)nc2-c2ccccc2)CC1 (stereo unspecified)	-8	-26	-10	0	-4	18	12	.	9	6	17
Cc1cccc(NC(=S)N/N=C/C(C)c2ccccc2)c1C (stereo unspecified)	-11	-13	-18	13	0	-32	1	-1	9	-5	20
COc1ccc(/C=N/NC(=O)CCc2ccccc2)cc1O	5	-33	-16	2	-9	-15	9	-6	4	27	-3
Cc1ccc(C)c(N2N=C(C(=O)Nc3ccc(S(=O)(=O)N4CCCC4)cc3)CCC2=O)c1	-1	-34	2	11	-2	10	1	-6	-2	22	-7
Cc1cc(-c2csc3ncnc(N4CCN(C)CC4)c23)cc(C)c1C	12	11	18	6	18	-12	-8	0	-22	2	12
COc1ccc(OC)c(N(C)S(=O)(=O)c2ccc3c(c2)N(C(C)=O)CCO3)c1	3	-18	-13	8	7	-5	12	-3	-29	-8	-4
C=CCNC(=O)C1CCN(S(C)(=O)=O)CC1	-18	13	-3	4	7	3	-1	-11	-2	-14	2

Next part
SMILES	TWEAK-Fn14 inh	NCOA2 inhibitor	CF NFkB block	SRC3 inh	LRH-1 inv ag	TROY NFkB inh	KKLEB cytotox	EBV LMP1 NFkB	NCOA1 inh	TRAIL sens C8	NR2F2 inh
O=C(CSc1nnc(-c2ccncc2)o1)Nc1ccccc1C(F)(F)F	10	-11	-7	16	6	7	16	2	-12	5	17
O=C(Nc1ccc(Cl)cc1)OCc1cc(-c2ccccc2Cl)on1	-38	6	2	-11	4	-53	-4	-15	-25	-4	-3
CC1CCCCN1C(=O)COc1ccccc1F (stereo unspecified)	4	-18	11	-20	-4	-16	0	-1	-8	-5	7
CN(C)c1ccc(C(=O)NCC(c2cccs2)N2CCOCC2)cc1[N+](=O)[O-] (stereo unspecified)	-11	1	-10	-8	-18	-13	-3	-1	5	-22	-14
NC(=O)C1CCN(CC(=O)N2N=CCC2c2ccccc2)CC1 (stereo unspecified)	2	-4	5	8	-5	-8	-3	5	-6	-3	-3
COc1cc(CNC2CCCC2)cc(Cl)c1OCc1ccc(F)cc1	2	2	3	1	-8	7	-6	-4	-2	2	0
OCCCNCc1ccc(Cl)cc1Cl	-8	-4	4	7	-5	6	3	-2	1	-6	-12
C[C@H]1CN([C@@H](C)CO)C(=O)c2cccc(NC(=O)c3ccc(-c4nccs4)cc3)c2O[C@@H]1CN(C)C(=O)Nc1cccc2ccccc12	26	12	-15	-28	15	6	-7	6	0	4	-9
Cc1sc2nc(C(C)C)nc(SCC(=O)NC3CC3)c2c1C	3	7	-5	3	-12	-16	-3	6	4	-18	13
COc1ccc2nc(Nc3nc(CSc4ccc(C)cc4)cc(=O)[nH]3)nc(C)c2c1	-18	1	0	11	-10	-26	-12	-24	-34	-3	5

Screening results deposited in PubChem BioAssay by several laboratories.
